UDG counterscr: Primary qHTS assay for inhibitors of Activation Induced Cytidine Deaminase (AID): UDG Counterscreen signal; Uracil-DNA glycosylase; FRET deamination/UDG coupled assay, UDG read, 4 h; Potency, µM (doses to about 115 µM), for the others: top-dose activity change, negative = inhibition, hits mostly inhibitors; actives 0.14% (n = 91,000); also: nearly all actives have a fitted effect of over 65% in size
AID inhibitor: Primary qHTS assay for inhibitors of Activation Induced Cytidine Deaminase (AID): AID signal | actives 0.32% (n = 91,000) | AID deamination FRET fluorescence, UDG-coupled, 4 h | Potency, µM (highest dose often 115 µM), for the others: at the highest dose activity change, negative = inhibition, most hits filed as inhibitors | AID 1347428, 2020; also: nearly all actives have a fitted effect of over 25% in size
Target sequence (Q9GZX7 whole entry, looked up): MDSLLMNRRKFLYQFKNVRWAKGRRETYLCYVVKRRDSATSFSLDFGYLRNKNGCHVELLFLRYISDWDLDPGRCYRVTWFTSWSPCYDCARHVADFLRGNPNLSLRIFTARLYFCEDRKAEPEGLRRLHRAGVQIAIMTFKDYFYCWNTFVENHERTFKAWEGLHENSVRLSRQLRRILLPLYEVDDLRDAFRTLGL
Active calls of the source: *; ? = inconclusive; & = joins results of further samples; [ ] = dose if it differs, or a comment. Calls follow the shape of the dose curve; as a rule, active = well fitted curve in the direction sought with a large enough effect; inconclusive = small, poorly fitted or top-dose-only effect, or another doubt; inactive = no such curve, though single readings can be large; an effect the other way counts as inactive or inconclusive. % is scaled to controls: 0 for no effect and ±100 for the full control effect; potency is read from the fitted curve at half-maximal effect. Not all compounds are listed; count on the stated rates, not on these rows.

entry	SMILES	AID inhibitor	UDG counterscr
1	COc1cccc(N2CCN(S(=O)(=O)c3cn(C)c(C)n3)CC2)c1	20%	-3%
2	CC(=O)N1CCc2cc(S(=O)(=O)NC(CC(C)C)C(=O)Nc3ccc(C(C)C)cc3)ccc21 (configuration not stated)	5%	0%
3	CC(=O)Nc1ccccc1-c1nc2ccccc2n(CC(=O)Nc2cccc(C)c2C)c1=O	-4%	0%
4	CSc1ccc(-c2nc3cccc(C)n3c2Nc2ccc3c(c2)OCO3)cc1	-8%	-7%
5	O=C(NCc1cccnc1)c1ccc2ccccc2n1	-4%	2%
6	COc1ccc(CC(=O)n2nc(-c3cccc(C)c3)nc2N)cc1	-1%	-7%
7	Cc1ccc(-c2nnc(SCC(=O)NC3CCCC3)nc2-c2ccc(C)cc2)cc1	-3%	-4%
8	Cc1ccc(CN2CCCn3nc(C(=O)NCCc4ccccc4Cl)cc3C2=O)cc1	1%	2%
9	CCC1CCCCN1S(=O)(=O)c1ccc(NC(=O)c2cc(=O)c3c(C)cc(C)cc3o2)cc1 (configuration not stated)	-25%	-18%[57.5 µM]
10	O=C(Nc1c(NC2CCCCC2)c2ccccc2oc1=O)c1cccc(Cl)c1	-3%	-6%
11	COc1cc(NC(=O)c2cc3c(=O)n(Cc4cccs4)ccc3nc2C)cc(OC)c1OC	5%	-3%
12	Cc1ccc(NS(=O)(=O)c2ccc(-n3cccn3)cc2)c(Br)c1	-4%	-3%
13	CCOc1ccccc1N(C)C(=O)Cn1nc(Cc2ccncc2)c2ccccc2c1=O	-5%&-14%	-5%
14	Cc1scc(C(=O)NCCC2=CCCCC2)c1C	8%	-3%
15	COc1cccc(NC(=O)CSC2=Nc3ccccc3C3=NC(CC(=O)NC4CCCCC4)C(=O)N23)c1 (configuration not stated)	3%	11%
16	Cc1ccc2c(COC(=O)CNS(=O)(=O)c3ccccc3)cc(=O)oc2c1	-6%	9%
17	Cn1ccc2cc(S(=O)(=O)N3CCC(C(=O)NCCc4ccccc4)CC3)ccc21	10%	15%
18	O=C(NC1CCCC(C(F)(F)F)C1)C1CCCCC1 (configuration not stated)	-4%	-1%
19	CS(=O)(=O)NCCc1csc2nc(-c3ccccc3)nn12	1%	0%[57.5 µM]
20	Cc1ccc(NC(=S)NCC(C)(C)N2CCCCC2)cc1Cl	-3%	-8%
21	c1ccc(Oc2ncnc3scc(-c4ccc(-c5ccccc5)cc4)c23)cc1	-23%	-20%
22	O=c1cc(-c2cccc(Br)c2)oc2ccc(Cl)cc12	-4%	5%
23	CCC(C)C(=O)OCc1cc(=O)oc2cc(O)ccc12 (configuration not stated)	-3%	-6%
24	COC(=O)c1sccc1S(=O)(=O)NC(C)C1CCCO1 (configuration not stated)	0%	1%

Taken from above.
Entry of entry 20 under AID inhibitor: -3%
Entry of entry 24 under UDG counterscr: 1%
Entry of entry 23 under UDG counterscr: -6%
Entry of entry 14 under UDG counterscr: -3%
Entry of entry 15 under UDG counterscr: 11%

Grouped by structure, those above containing an aryl thioether with sulfur outside any ring
entry	SMILES	AID inhibitor	UDG counterscr
4	CSc1ccc(-c2nc3cccc(C)n3c2Nc2ccc3c(c2)OCO3)cc1	-8%	-7%
7	Cc1ccc(-c2nnc(SCC(=O)NC3CCCC3)nc2-c2ccc(C)cc2)cc1	-3%	-4%

(next part)
entry	SMILES	AID inhibitor	UDG counterscr
25	CC(C)c1noc(CN2CCN(c3cccc(F)c3C#N)CC2)n1	-12%	-13%
26	CCCC(=O)Nc1cc(-c2nnc(OC)c3ccccc23)ccc1N1CCOCC1	-8%	-6%
27	COc1ccc(/C=C/C(=O)Nc2nc3n(n2)C(c2ccccc2)C=C(c2ccccc2)N3)cc1 (configuration not stated)	?	-6%
28	CCNC(=O)c1ccc(-n2c(-c3ccccc3)cc3c2CCCCC3)cc1	36%[activator]	-1%[57.5 µM]
29	CCOCCCn1c(SCC(=O)Nc2ccc(F)cc2)nc2c(sc3ccccc32)c1=O	18%	-6%
30	CC1=C(c2ccc(C)cc2)S(=O)(=O)NC1=NCc1cccc(F)c1	-16%	-5%
31	COc1ccc(O)c(C2SCc3cc(C)c(C)cc3CS2)c1	-2%	7%
32	Cc1c(Cl)c(C(F)(F)F)nn1CC(=O)Nc1cc(Cl)ccc1Cl	-7%	-2%
33	CC(C)(Oc1ccc(CCNC(=O)c2ccc(Cl)cc2)cc1)C(=O)O	-8%	-7%
34	Cc1ccc(-n2nc(C(=O)NCCc3cccc(C)c3)c3c4ccccc4n(C)c3c2=O)cc1	5%	4%
35	Fc1cccc(-c2nc(CN3CCCC3c3nnc4ccccn34)co2)c1 (configuration not stated)	0%	5%
36	Cc1cc(C)cc(-n2c(SCC(=O)N3CCc4ccccc43)nc3c([nH]c4ccccc43)c2=O)c1	18%	2%
37	CC1(C)CC(=O)C2=C(C1)OC1=C(C(=O)CC(C)(C)C1)C2c1ccc(-c2ccc3c(c2)COC3=O)o1	-1%	-8%
38	COc1cccc(CNC(=O)CN2C(=O)CSc3ccc(S(=O)(=O)N(C)C)cc32)c1	5%	-16%
39	O=C(COc1coc(CN2CCSCC2)cc1=O)NCc1ccccc1Cl	0%	-5%
40	COc1cccc(C(=O)c2sc(Nc3ccc(Cl)cc3C)nc2N)c1	6%	2%
41	COc1cccc(C(=O)OC2CCN(C)CC2)c1	12%	5%
42	COC(=O)c1ccc(COc2cccc3ccccc23)o1	3%	-15%
43	O=C(CCc1nc(CN2CCN(S(=O)(=O)c3ccc(Cl)cc3)CC2)no1)N1CCCCC1	10%	4%
44	CCOc1ccc(CNCc2c(C(=O)O)c(C)n(Cc3ccc(C)cc3)c2C)cc1	-24%	-7%
45	Cc1ccc(C(=O)NC(Nc2ccccc2)C(Cl)(Cl)Cl)cc1 (configuration not stated)	-16%	-23%
46	CCOC(=O)CNC(=O)CSc1cn(CC(=O)N2CCCC2)c2ccccc12	4%	-7%
47	CN(C)C(=O)C(Sc1nnc(-c2ccc(F)cc2)c2ccccc12)c1ccccc1 (configuration not stated)	-9%	0%
48	COC(=O)c1ccc(COc2ccc3c(=O)c(Oc4ccccc4F)c(C(F)(F)F)oc3c2)cc1	5%	-6%
49	Cc1ccc(OCCn2cc(C(=O)c3ccco3)c3ccccc32)cc1C	?	-16%
50	CCN(CC)S(=O)(=O)c1ccc(C)c(NCc2ccc(C#N)cc2)c1	-15%	-8%
51	Cc1[nH]c2ccccc2c1C(=O)O	6%	6%
52	CC1=C(c2ccc(C)c(C)c2)S(=O)(=O)N=C1N1CCC(C(=O)NC(C)Cc2ccco2)CC1 (configuration not stated)	-16%	4%
53	CN1CCN2c3ccccc3Cc3ccccc3C2C1 (configuration not stated)	-7%	0%
54	Cc1cccc(N2CCN(CCCNC(=O)c3sc4ncccc4c3-n3cccc3)CC2C)c1 (configuration not stated)	?	-24%
55	CCc1nccn1S(=O)(=O)c1cc(C)c(C)cc1OC	0%	0%
56	CCCNC(=O)COC(=O)c1ccc2nc(C)c(C)nc2c1	5%	2%
57	Cc1ccc(/C(COc2ccc3c(C)c(Cc4ccccc4)c(=O)oc3c2)=N/O)cc1	11%&-1%	-1%&8%
58	O=C1CSc2ccc(C(=O)OCc3cc(-c4ccccc4)on3)cc2N1	1%	6%
59	CCOC(=O)c1c(C)[nH]c(C(=O)CN(C)Cc2cccc(F)c2)c1C	1%	-3%
60	CN1CCOC(CNCc2cccc(C#N)c2)C1 (configuration not stated)	-1%	-5%
61	C=C(C)CC1NC2CC(C)(C)C1c1c(Br)cccc12 (configuration not stated)	27%	-8%
62	CC(C)N1CCC(NC(=O)CC23CC4CC(CC(C4)C2)C3)CC1	-3%	2%
63	Cc1ccc(CNCCN(C)C)s1	-3%	-14%
64	O=C(Nc1cc(C(F)(F)F)ccc1C(=O)O)c1ccc(F)cc1F	-17%	0%
65	N#Cc1ccc(C(=O)NCCSC(F)(F)F)cc1	5%	6%
66	CC(CNC(=O)CCc1nnc2n(CCc3ccccc3)c(=O)c3ccccc3n12)c1ccccc1 (configuration not stated)	-6%	-3%
67	CCc1ccc(S(=O)(=O)Nc2ccc(-c3ccc(N4CCCCCC4)nn3)cc2)cc1	19%	-8%
68	Cc1ccc(C(=O)Nc2nnc(S(=O)(=O)N3CCOCC3)s2)cc1	-16%	9%
69	CCc1c(C)[nH]c2c1C(=O)C(CN1CCOCC1)CC2 (configuration not stated)	44%[activator]	1%
70	CC1CCN(C(=O)CSc2nc(-c3ccc(C(C)C)cc3)no2)CC1	-12%	8%
71	O=C(CCc1ncc(-c2ccc(Cl)cc2)o1)Nc1cc(F)cc(F)c1	5%	4%
72	COc1cccc(NS(=O)(=O)c2ccc3c(c2)N(C)C(=O)CC(=O)N3C)c1	-10%	-7%
73	Cc1nn(CCC(=O)NCc2cccc(Br)c2)c(=O)c2nn(-c3ccccc3)c(C)c12	-24%	-7%
74	Cc1ccc(-n2nc(C)c3c(C)cc(=O)n(CC(=O)NCc4ccc(OC(C)C)cc4)c32)cc1	-9%	-18%
75	Cc1ccc(C)c(NC(=O)C2CCCN2S(=O)(=O)c2ccc3c(c2)n(C)c(=O)c(=O)n3C)c1 (configuration not stated)	-19%	-6%[57.5 µM]
76	Cc1ccc(-n2nc3c(N4CCC(C(=O)NC(C)c5ccccc5)CC4)nnc(C)c3c2C)cc1 (configuration not stated)	?	-9%
77	Cc1cccc(-n2ncc3c(Nc4ccc(Oc5ccc(Cl)cc5)cc4)ncnc32)c1	?	?
78	Cc1cc(C)[n+](C)n1-c1ccccc1	-2%	-3%
79	O=C1CC2(CCCC2)CC(=O)N1CCCCN1CCN(c2ncccn2)CC1	4%	10%
80	CCOc1ccc(NS(=O)(=O)c2ccc(-c3cnc(C4CC4)o3)cc2)cc1	-5%	3%
81	CCOc1ccc2c(C)c(CC(=O)O)c(=O)oc2c1	0%	1%
82	C[C@@H]1C(=O)NC2=Nc3cccc(Cl)c3CN21	-11%	-7%
83	CC(=O)Nc1ccc(S(=O)(=O)[C@H]2CS(=O)(=O)C[C@@H]2N2C[C@H](C)C[C@H](C)C2)cc1	-3%	-2%
84	O=C(O)/C=C/c1csc2ccccc12	1%	7%

More compounds:
entry	SMILES	AID inhibitor	UDG counterscr
85	Cc1ccccc1-c1nnn(CC(=O)Nc2sc3c(c2C#N)CCC(C(C)(C)C)C3)n1 (configuration not stated)	-13%	-4%
86	CCCOc1nc2ccccc2nc1N1CCC(C(N)=O)CC1	-1%	5%
87	CC(C)NC(=O)c1ccccc1Br	-15%	-12%
88	O=C(c1cc(-c2cccs2)nc2ccccc12)N1CCN(C(=O)C2CC2)CC1	-5%	2%
89	N#C/C(=C(\O)CCCl)c1ccccn1	14%	2%
90	Cc1ccc(-c2csc(NC(=O)Cn3cnc4c3c(=O)n(C)c(=O)n4C)n2)cc1C	2%	4%
91	Cn1nc(C(=O)N2CCc3sccc3C2)c2ccccc2c1=O	-8%	-3%
92	Cc1ccccc1C(C)NC(=O)c1cccnc1 (configuration not stated)	-7%	-1%
93	CC(=O)Oc1cccc2cc(-c3nc(-c4ccc(F)cc4)no3)c(=O)oc12	53%[activator]	-3%
94	Cc1ccccc1NC(=O)CSc1nc(-c2ccccc2C)nc2cc(=O)[nH]n12	-29%	-3%
95	Cc1ccc(C23CC4CC(CC(C(=O)Nc5cc(Cl)ccc5Cl)(C4)C2)C3)cc1	-10%	-14%
96	O=C(NCCc1ccccc1)c1cc2sccc2n1Cc1ccc(F)cc1	-1%	-13%
97	CCc1cc(=O)n(CC(=O)NC2CCCC2)c(-c2cccc(Cl)c2)n1	-9%	-9%
98	CC(=O)c1ccc(N2C(=O)N(Cc3cc(C)ccc3C)c3ccccc3S2(=O)=O)cc1	-12%	6%
99	CC(C)CCOc1ccc(C(=O)CCN(C)C)cc1	-19%	-18%
100	CCC(CC)NC(=O)NC(C)c1ccc(Br)cc1 (configuration not stated)	-4%	-7%
101	Cc1ccc2cc(C(=O)NCc3ccc(N4CCCCCC4)nc3)c(C)nc2c1	-8%	7%
102	CCN(CC)CCNC(=O)CN1C(=O)CSc2ccc(S(=O)(=O)N3CCOCC3)cc21	2%	5%
103	CSCCC(NS(=O)(=O)c1ccc2c(c1)oc(=O)n2C)C(=O)N1CCN(c2cc(C)ccc2C)CC1 (configuration not stated)	0%	3%[57.5 µM]
104	COc1ccc(OC)c(NC(=O)CS(=O)(=O)Cc2nc(-c3ccc(C)cc3)oc2C)c1	100%[activator]	-15%
105	O=C(NCCN1CCN(S(=O)(=O)c2ccc3ccccc3c2)CC1)C(=O)Nc1ccc(F)cc1	7%	1%
106	COc1ccccc1NC(=O)CSc1nc(N2CCOCC2)c2c(c1C#N)CC(C)(C)OC2	2%	13%
107	Cc1nc2cc(NC(=O)c3cccc(Cl)c3)ccc2o1	-4%	-10%
108	O=C(CN1CCN(c2ccccc2O)CC1)Nc1ccnn1Cc1cccc(Cl)c1	-10%	-2%
109	CCc1ccc(NC(=O)CN(c2ccc(C)cc2)S(=O)(=O)c2c(C)nn(C)c2C)cc1	0%	2%
110	O=C(Nc1ccc(F)c(F)c1)c1ccc2ccccc2n1	-7%	-6%
111	CCCCC(CC)C(=O)Nc1cccc2ccccc12 (configuration not stated)	20%	1%
112	Cc1ccc(/C=C/C(=O)O)c(Br)c1	-3%	-6%
113	C/C(=N\OC(=O)c1ccc(F)cc1)c1ccc(C)cc1	3%	5%
114	O=C(O)CCCCCCCCC#CC#CCCCC[n+]1ccccc1	-9%	-9%
115	CCc1nc2ccccc2n1CC(O)c1ccc(F)cc1 (configuration not stated)	4%	-4%
116	O=C(NNC(=O)C1CC1c1ccccc1)NC1CCCCC1 (configuration not stated)	-6%	-7%

Screens (PubChem BioAssay)
